Screening data: PubChem BioAssay, several laboratories
eIF4E 4G PPI – blocks eIF4E binding to eIF4G. P63073+Q04637. TR-FRET eIF4E-eIF4GI(517-606) binding, 2 h. inhibition, % at 21.7 µM. hit rate 0.37% among 220,000;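 further: 0% = full FRET control wells and 100% = background wells lacking eIF4GI fragment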
Rad51 HR inh – blocks human Rad51 in homologous recombination. AID 1385. hRad51 DNA strand exchange, fluorescence dequenching. hit rate 0.085% among 200,000. inhibition, % at 10 µM;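 active means inhibition above 40% at the single screening dose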;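 further: 0% = DMSO control wells and 100% = blanks with heterologous ssDNA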
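Test system: preformed human Rad51 ssDNA filaments; also added: Donor/quencher-labelled 47-bp dsDNA substrate; doses: 10 µM final, single point; times: 37 °C 15-min filament assembly, 30-min compound preincubation, 15-min exchange; detection: FRET fluorescence dequenching, excitation 485 nm, emission 520 nm; read-out basis: Fluorescence-based percent inhibition, control- and blank-normalised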
thrombin 1536 – thrombin (human) inhibition; inhibition, % at 5 µM; hit rate 0.26% among 220,000; P00734; alpha-thrombin, Boc-VPR-AMC fluorogenic substrate cleavage;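 active means inhibition at or above 40%; inactive means inhibition below 40%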;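 further: 0% = enzyme with no compound and 100% = wells without enzyme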
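System: human alpha-thrombin protein; Compound dosing: one concentration per compound, 5 µM, with 0.2% DMSO; Timing: reaction at room temperature; Technique: AMC fluorescence, 355/460 nm; Controls: enzyme without compound as high, wells lacking enzyme as low.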
EBV gp42 block – inhibitors of Epstein-Barr virus glycoprotein 42. inhibition, % (tested at 21.74 µM). hit rate 0.42% among 220,000. Fluorescence polarization binding assay, mP read-out. AID 1085; in the data active means inhibition above about 50%
Target sequence (Q1HVG2 whole entry, looked up): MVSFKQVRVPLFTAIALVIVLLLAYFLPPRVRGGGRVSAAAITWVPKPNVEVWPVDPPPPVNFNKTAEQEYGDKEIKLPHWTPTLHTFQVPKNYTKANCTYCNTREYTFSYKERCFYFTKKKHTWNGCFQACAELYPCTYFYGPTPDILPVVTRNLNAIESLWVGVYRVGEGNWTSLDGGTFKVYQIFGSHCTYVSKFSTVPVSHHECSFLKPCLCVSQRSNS
14-3-3 Bad PPI – disrupts binding of bovine 14-3-3 zeta to phospho-Bad peptide. P63103. TR-FRET 14-3-3zeta/Dy647-pBad peptide displacement, 1 h. inhibition, % at 21.7 µM. hit rate 0.71% among 220,000;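 active means inhibition above about 70%, limit read from the data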;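 further: 0% = full 14-3-3 plus peptide FRET controls and 100% = background without 14-3-3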
Target sequence (P63103 whole entry, looked up): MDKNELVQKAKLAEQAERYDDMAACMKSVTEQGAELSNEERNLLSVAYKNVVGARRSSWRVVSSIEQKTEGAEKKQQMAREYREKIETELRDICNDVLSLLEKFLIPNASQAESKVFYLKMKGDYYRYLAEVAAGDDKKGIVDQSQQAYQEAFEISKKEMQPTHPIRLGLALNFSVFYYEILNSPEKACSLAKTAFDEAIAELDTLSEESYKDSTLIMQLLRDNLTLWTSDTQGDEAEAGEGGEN
Furin inhibitor – inhibitors of human furin. P09958. purified furin, fluorogenic substrate cleavage. inhibition, % at 30 µM. hit rate 0.061% among 220,000. AID 463115; in the data active means inhibition above about 25%; further: inactives centre near -15
Target sequence (P09958 108-714 limits assumed): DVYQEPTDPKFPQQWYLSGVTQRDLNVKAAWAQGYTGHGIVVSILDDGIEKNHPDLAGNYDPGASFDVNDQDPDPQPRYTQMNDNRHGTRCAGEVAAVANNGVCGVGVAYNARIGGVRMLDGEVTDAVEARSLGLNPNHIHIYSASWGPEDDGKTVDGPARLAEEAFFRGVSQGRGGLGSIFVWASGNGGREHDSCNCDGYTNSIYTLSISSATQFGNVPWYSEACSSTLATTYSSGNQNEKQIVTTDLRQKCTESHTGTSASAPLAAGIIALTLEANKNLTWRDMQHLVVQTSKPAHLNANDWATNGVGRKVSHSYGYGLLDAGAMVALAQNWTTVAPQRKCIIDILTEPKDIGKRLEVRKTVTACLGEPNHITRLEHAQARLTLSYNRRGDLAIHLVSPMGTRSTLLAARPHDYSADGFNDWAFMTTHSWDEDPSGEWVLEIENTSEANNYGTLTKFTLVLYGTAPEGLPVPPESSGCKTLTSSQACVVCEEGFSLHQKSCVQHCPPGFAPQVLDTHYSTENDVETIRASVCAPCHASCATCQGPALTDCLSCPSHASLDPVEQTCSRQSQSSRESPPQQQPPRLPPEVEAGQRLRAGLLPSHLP
KCC2 mod – modulators of human KCC2 chloride dependent transport | Q9H2X9 | KCC2 cells, thallium flux FluoZin-2 fluorescence | B-score of Tl+ flux slope (higher = more flux/activation; lower = inhibition) at 10 µM | hit rate 2.2% among 190,000;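 active means thallium flux slope and its plate-corrected score both differing from the plate sample mean at a set confidence after two filtering rounds, in either direction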;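 further: slope of fluorescence scaled to starting intensity during 10 to 20 s after thallium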
NCF1 inh – blocks human p47phox regulatory protein of NADPH oxidases; P14598; p47phox/p22phox peptide binding, fluorescence polarization, 2 h; inhibition, % at 24.7 µM; hit rate 0.53% among 220,000; AID 1274;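 further: 0% = p47phox with labelled peptide and 100% = labelled peptide alone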
hK5 inh – inhibitors of human kallikrein 5; recombinant hK5, fluorogenic AMC substrate cleavage; hit rate 0.59% among 210,000; AID 873; Q9Y337; inhibition, % at 5 µM;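 active means inhibition of 40% or more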;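 further: 0% = enzyme controls without compound and 100% = no-enzyme blanks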
An asterisk follows results filed as active; nt = not tested or not shown; [ ] = dose if it differs, or a comment.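 How the source made its calls, unless noted: active means inhibition above about 30% (limit read from the data); inactive means the rest.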 Rows were taken by chance (roughly 4.7% active in at least one column).

Molecule	Rad51 HR inh	Furin inhibitor	NCF1 inh	14-3-3 Bad PPI	hK5 inh	eIF4E 4G PPI	KCC2 mod	EBV gp42 block	thrombin 1536
Cc1ccc(Nc2nc(N)nc(CSc3nnc(C)s3)n2)cc1	nt	-29.7	-10.5	1.0	0.6	3.8	-0.0383	-24.6	-12.4
CCOC(=O)C1(CCOc2ccccc2)CCN(Cc2cnc(SC)nc2)CC1	-110.2	-17.2	-19.2	-8.5	-2.0	-0.3	-0.794	5.3	-1.7
Cc1c(Cl)cccc1NC(=O)NC1CCCCC1	-1.0	-23.6[20 µM]	-17.2	2.0	-5.9	-3.5	0.0265	-2.3	0.0
CC(=O)NCc1nnc2c3ccccc3c(-c3ccccc3)nn12	-9.9	-17.7	5.4	-4.6	-6.5	0.3	0.0553	1.9	5.8
CCOC(=O)c1cc2sccc2n1CC(=O)Nc1ccc2c(c1)OCCO2	0.7	-13.4[20 µM]	-4.9	-6.6	3.7	-11.6	nt	-2.3	-0.9
COc1ccc(C(CC(=O)c2ccccc2)C2CCCCC2=O)cc1 (centres undefined)	nt	-16.5[20 µM]	-11.8	-5.2	-4.2	10.3	-1.65	-7.8	-0.5
Cc1cccc(NC(=O)c2cc(NC(=O)c3ccco3)ccc2N2CCCCC2)c1	3.8	-15.5[20 µM]	-2.2	-1.2	-57.2	-11.6	-0.164	-5.2	-1.8
COc1ccc(NC(=O)COC(=O)c2ccc(NS(=O)(=O)/C=C/c3ccccc3)cc2)cc1	8.6	-1.3	-6.6	-0.9[fluorescence artefact?]	-11.6	1.4	4.56*	11.6	-6.9
C/C(N)=C(/C#N)C(=O)COC(=O)c1ccc(C)c(S(=O)(=O)N2CCCCC2)c1	3.8	-4.3[20 µM]	-3.9	-0.2	-9.2	0.3	-0.0206	2.1	-5.9
C=CCSc1nc(C)cc2c1C(=O)OC2	1.5	-34.5	6.0	1.0	-3.1	-1.4	-0.631	-10.8	-6.8
CC1(C)CC(NC(=O)C(=O)NCCc2ccc(Cl)cc2)CC(C)(C)N1	7.9	-16.4	-15.2	-8.5	nt	2.6	1.48	-6.5	9.7
O=C(NCCc1ccccn1)c1ccc(NS(=O)(=O)c2ccc(F)cc2)cc1	13.1	-29.0	-4.0	-14.4	1.2	-2.6	-0.992	3.1	-8.8
CC1CCN(S(=O)(=O)c2cnc(Cl)c(Br)c2)CC1	4.4	-11.5	-6.3	-5.9	-11.4	-14.8	0.141	-4.0	-1.4
Cn1c2ccccc2c2cnn(CC(=O)Nc3cccc(F)c3)c(=O)c21	nt	-6.3	-9.7	3.6	9.8	-7.8	-2.23	-18.4	6.0
Cc1cc(C)cc(Nc2ccc(C(=O)O)cc2N)c1	-2.8	-25.5	-11.7	14.0	-54.8	3.1	-0.189	-2.5	-1.8
CCN(CC)S(=O)(=O)c1ccc(C)c(NC(=O)COC(=O)[C@@H]2CCCN2C(=O)c2cccs2)c1	10.6	-20.5	-2.9	-5.0	-9.4	-0.7	-1.52	3.0	0.5
Fc1ccccc1CSc1nnnn1-c1ccc2c(c1)OCO2	-13.4	-25.2[20 µM]	7.0	27.2	-16.0	7.9	0.0943	-9.6	-10.4
COc1ccc(-c2nnc(SCC(=O)N3CCOCC3)o2)cc1OC	8.1	-20.8	0.3	6.6	-6.2	5.2	-0.92	-9.3	-12.9
CCc1ccc(/C=C2\SC(=S)N(CCC(=O)NC3=NCCS3)C2=O)cc1	-24.3	-26.0	-76.5	-14.7	1.0	5.6	-0.659	-43.6	-14.1
O=C(Nc1nc2ccccc2s1)C1=NN(c2ccccc2)C(=O)CC1	11.2	-1.4	-15.8	-17.6[fluorescence artefact?]	-14.3	7.5[fluorescence artefact?]	0.0805	-23.9	-3.8
COCCSc1nnc(NC(=O)c2ccc([N+](=O)[O-])cc2)s1	18.9	-21.7	-6.5	-6.9	-1.6	1.4	0.76	-25.0	-3.6
O=C(NC(=S)Nn1cnc2c(cnn2-c2ccccc2)c1=O)c1ccc(Cl)cc1	-1.1	-10.8	-29.2	1.6	-10.7	0.9	-1.64	-12.6	-2.8
CC(C)c1ccccc1-n1c(-c2cccnc2)n[nH]c1=S	-19.3	-18.0	-0.6	-9.5	-1.4	-0.1	-0.131	-7.0	-0.8
Cc1ccc(C(C(=O)NCc2ccccc2)N(C(=O)c2csnn2)c2cccc3ccccc23)o1 (centres undefined)	-1.0	0.0[20 µM]	-12.4	6.7	2.9	6.7	-2.14	7.7	-0.7
C=CCn1c(SCC(=O)Nc2cc(C)on2)nc2sc(CC)cc2c1=O	2.4	-2.6[20 µM]	-2.3	7.9	37.1	-3.7	0.482	-6.9	17.9
Cc1ccc(CSc2nc3ccccc3c(=O)[nH]2)cc1	5.1	-30.1	-12.3	71.0*	-20.3	-3.0	-0.124	0.8	-0.1
C=C(Cl)COc1cc(C)cc2oc(=O)cc(CC)c12	6.0	-19.3[20 µM]	-0.2	-15.8	-9.9	11.3	nt	-7.8	4.0
O=C(NCc1ccncc1)C1CCN(S(=O)(=O)Cc2ccccc2)CC1	-4.1	-8.7[20 µM]	-12.6	0.5	-3.5	-3.5	-0.155	-14.2	-0.9
N#CC1=C(S)N(c2ccccc2)C(c2ccc(-c3ccc(Cl)c(Cl)c3)o2)NC1=O (centres undefined)	-18.5	-4.3	-62.1	-10.3	-2.7	-7.4	nt	13.3	-6.6
CCOC(=S)SCC(=O)N1CCc2cc(OC)ccc2C1C1C(=O)CCCC1=O (centres undefined)	-0.5	-16.1	2.6	-8.4	-9.9	-2.9	-0.859	0.7	-8.8

Entries of single compounds from above:
N#CC1=C(S)N(c2ccccc2)C(c2ccc(-c3ccc(Cl)c(Cl)c3)o2)NC1=O (centres undefined) reads Rad51 HR inh: -18.5; Furin inhibitor: -4.3; NCF1 inh: -62.1; 14-3-3 Bad PPI: -10.3; hK5 inh: -2.7; eIF4E 4G PPI: -7.4; KCC2 mod: nt; EBV gp42 block: 13.3; thrombin 1536: -6.6
C=C(Cl)COc1cc(C)cc2oc(=O)cc(CC)c12 reads Rad51 HR inh: 6.0; Furin inhibitor: -19.3[20 µM]; NCF1 inh: -0.2; 14-3-3 Bad PPI: -15.8; hK5 inh: -9.9; eIF4E 4G PPI: 11.3; KCC2 mod: nt; EBV gp42 block: -7.8; thrombin 1536: 4.0

(further entries)
Molecule	Rad51 HR inh	Furin inhibitor	NCF1 inh	14-3-3 Bad PPI	hK5 inh	eIF4E 4G PPI	KCC2 mod	EBV gp42 block	thrombin 1536
COc1ccc(C(=O)C2C(c3ccc(-c4ccccc4[N+](=O)[O-])o3)NC(=O)NC2(O)C(F)(F)F)cc1 (centres undefined)	36.7	-1.9	1.6	3.9	-4.3	0.1	-2.07	-2.7	1.6
O=C(CC1C(=O)NCCN1C(=O)Nc1ccccc1)Nc1cccc(Cl)c1 (centres undefined)	-61.7	3.3	0.5	-3.6	-7.3	1.1	0.947	6.4	-8.1
CS(=O)(=O)NN1C(=O)c2ccccc2NC12CCCC2	3.9	-26.8	8.0	2.4	-5.9	2.5	0.135	5.7	-14.1
CCCCC(=O)Nc1nc2c(OC)ccc(OC)c2s1	4.7	-29.3	-5.8	9.6	-4.9	-3.9	nt	-18.2	0.9
CNC(=S)NNc1nncc2ccccc12	-2.1	-20.0	3.4	-8.5	0.4	-3.0	-0.404	-5.8	-9.9
Cc1noc(C)c1COC(=O)CNC(=O)c1cccc(F)c1	-3.0	-30.7	-4.5	-14.5	-1.0	-0.7	-0.0381	-14.4	-3.3
CC(C)(C)CN1CCNC(=O)C1CC(=O)NCCc1cnn(-c2ccccc2)c1 (centres undefined)	-6.5	-16.5	-0.7	3.6	4.5	0.9	-0.0474	-3.1	-7.3
O=C(NCCc1c[nH]c2ccccc12)C(=O)NCC1OCCN1S(=O)(=O)c1ccc(F)cc1 (centres undefined)	-3.4	-11.9	-16.1	-2.0	-13.7	-5.0	-1.07	-4.6	-4.3
CCCc1n[nH]c2c1C(=O)C(C(=O)OC)C(C)(C)C2 (centres undefined)	12.0	-15.2	13.3	3.7	-14.1	-0.3	0.816	-14.8	-4.4
COc1cccc(-c2cc(C(=O)Nc3cc(C)on3)no2)c1	6.9	-13.2	-64.0	10.8[fluorescence artefact?]	-5.3	-12.3	0.549	-11.3	-0.9
COC(=O)c1ccc(-n2c(C)cc(C(=O)COC(=O)CNS(=O)(=O)c3ccc(C)cc3)c2C)cc1	13.9	-23.2	-27.4	0.6	-4.4	4.2	-1.79	-9.3	1.7
N#Cc1nccnc1S(=O)(=O)c1cccs1	-3.0	8.4	-9.4	-6.3	-2.2	2.6	nt	-8.5	-6.5
COc1ccc(C(=O)Oc2coc(CSc3nnc(NC(=O)c4cccs4)s3)cc2=O)cc1	4.7	2.0	-12.0	16.9	-11.3	9.0[fluorescence artefact?]	-0.286	0.8	-15.2
O=c1[nH]c2c(n(C3CCCCC3)c1=O)CCC2	5.0	-18.7	-9.8	7.7	-0.8	-4.2	0.24	-14.7	-8.0
CC(=O)Nc1ccc2c(COC(=O)[C@H](C)N3C(=O)C4CCCCC4C3=O)cc(=O)oc2c1 (some centres undefined)	-6.5	-110.6	-4.0	6.0	-8.4	-3.2	0.602	-11.8	-2.8
CSC1=NCCN1C(=O)c1ccc(S(=O)(=O)N2CCCCC2)cc1	-2.7	-23.2	-6.3	-0.7	-16.2	-0.3	-0.105	9.5	-8.8
Cc1cccc(NC(=O)C(=O)NCCCc2ccccc2)c1	6.9	-21.3	-2.3	-2.1	-15.4	12.7	-2.82	3.8	-6.0
COc1ccc2nc(Nc3nc4cc5c(cc4s3)OCCO5)sc2c1	-2.2	-7.2	-17.2	8.7[fluorescence artefact?]	-100.0	-0.8	0.614	-11.5	-4.6
COc1ccc(OC)c(-c2csc(N(Cc3ccco3)C(=O)c3ccco3)n2)c1	6.5	-0.8	-7.7	1.0	-0.1	2.3	0.734	-17.0	3.4
COC(=O)c1sc2ncn(N)c(=O)c2c1C	-8.9	4.0	-11.6	-2.5	10.1	-2.9	-0.0397	-6.3	14.3
CC(C)n1c(-c2cccs2)nc2ccccc21	-0.5	-20.1[20 µM]	-5.9	4.8	-8.1	-0.3	-1.37	-1.4	-3.3
COC(=O)c1[nH]c2cc(OC)ccc2c1NC(=O)CCN1CCCCC1	5.1	34.4*[20 µM]	-1.0	-20.0[fluorescence artefact?]	30.7	7.7[fluorescence artefact?]	-0.184	-37.2	14.4
CC(C)(C)SCCNS(=O)(=O)c1ccc2ccccc2c1	6.6	-11.7[20 µM]	-17.7	17.0	-15.1	1.1	0.302	-20.0	-1.8
C/C(=N\NC(=O)c1ccc(Br)cc1)c1ccccc1	5.3	-14.5[20 µM]	6.2	-1.0	-0.9	0.8	5.99*	2.4	-7.8
O=C(Oc1ccc(N2C(=O)CCC2=O)cc1)c1ccccc1	4.5	-14.1[20 µM]	-4.1	-5.1[fluorescence artefact?]	1.7	0.1[fluorescence artefact?]	-0.208	-8.5	5.2
CCOC(=O)CCCNC(=O)COC(=O)/C=C/c1ccc2c(c1)OCO2	1.6	-10.4	-0.5	-3.4	-0.4	2.9	1.33	-14.4	5.2
O=C(O)c1ccc(Cl)c(S(=O)(=O)NC(Cc2ccccc2)C(=O)O)c1 (centres undefined)	-9.8	-19.3	-1.9	0.7	0.3	0.9	-0.536	-2.4	-3.3
COc1ccc2[nH]c3c(c2c1)CCn1c-3nc2ccccc2c1=O	7.2	-13.0	2.4	2.6	-63.5	0.5	-0.0522	0.8	-1.2
CC(=O)NN1C(=O)c2ccccc2NC1c1ccoc1 (centres undefined)	4.2	-47.1	-4.5	-1.3	-21.7	-0.9	0.188	0.1	-0.4
